phage Ecoli inh: growth loss of phage-infected E. coli, primary screen, RecBCD inhibitor project, absorbance, with phage, HTS; 360,000 tested, 0.26% active; inhibition, % at 11.9 µM; in the data active = inhibition above about 11%
OPRM1-OPRD1 ag: agonists of OPRM1-OPRD1 heterodimerization, primary screen, cell-based, luminescence; Mu-type opioid receptor (Homo sapiens) + Delta-type opioid receptor (Homo sapiens), …; cells; activation, % at 9.3 µM; 340,000 tested, 0.3% active; AID 504326, 2011; in the data active = activation above about 18%;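 also: 0% = vehicle-treated cells and 100% = reference agonist; values of inactives mirror those of a sister screen read the other way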
HTR5A ag ctr: HTR5A agonists in luminescence cell assay, primary screen, counter-screen for OPRM1-OPRD1 heterodimer agonist project, full-deck HTS | 5-hydroxytryptamine receptor 5A (Homo sapiens), P47898 | cell-based | activation, % at 9.3 µM | 340,000 tested, 0.61% active | AID 504692, 2011; in the data active = activation mostly above about 9.5%, no sharp cut-off; inactive = mostly below about 7.6%;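 also: 0% = cells with vehicle only and 100% = reference agonist; strong numbers were not always called active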
DSG3 Ab inh: inhibitors of pemphigus antibody binding to DSG3, primary screen, biochemical, bead-based, flow cytometry, scFv-GFP. 310,000 tested, 0.48% active. binding (percent of control), % at 10 µM. DSG3-coupled beads, scFv-anti-DSG3-GFP binding; hits give low values. Desmoglein-3 (Homo sapiens), P32926;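 active = binding more than 3 SD below its plate's average and above zero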;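 also: hits lower antibody fragment binding to DSG3; some compounds called inactive have numbers as strong as hits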
Target sequence (P32926 whole entry, looked up, the tested form may be a part): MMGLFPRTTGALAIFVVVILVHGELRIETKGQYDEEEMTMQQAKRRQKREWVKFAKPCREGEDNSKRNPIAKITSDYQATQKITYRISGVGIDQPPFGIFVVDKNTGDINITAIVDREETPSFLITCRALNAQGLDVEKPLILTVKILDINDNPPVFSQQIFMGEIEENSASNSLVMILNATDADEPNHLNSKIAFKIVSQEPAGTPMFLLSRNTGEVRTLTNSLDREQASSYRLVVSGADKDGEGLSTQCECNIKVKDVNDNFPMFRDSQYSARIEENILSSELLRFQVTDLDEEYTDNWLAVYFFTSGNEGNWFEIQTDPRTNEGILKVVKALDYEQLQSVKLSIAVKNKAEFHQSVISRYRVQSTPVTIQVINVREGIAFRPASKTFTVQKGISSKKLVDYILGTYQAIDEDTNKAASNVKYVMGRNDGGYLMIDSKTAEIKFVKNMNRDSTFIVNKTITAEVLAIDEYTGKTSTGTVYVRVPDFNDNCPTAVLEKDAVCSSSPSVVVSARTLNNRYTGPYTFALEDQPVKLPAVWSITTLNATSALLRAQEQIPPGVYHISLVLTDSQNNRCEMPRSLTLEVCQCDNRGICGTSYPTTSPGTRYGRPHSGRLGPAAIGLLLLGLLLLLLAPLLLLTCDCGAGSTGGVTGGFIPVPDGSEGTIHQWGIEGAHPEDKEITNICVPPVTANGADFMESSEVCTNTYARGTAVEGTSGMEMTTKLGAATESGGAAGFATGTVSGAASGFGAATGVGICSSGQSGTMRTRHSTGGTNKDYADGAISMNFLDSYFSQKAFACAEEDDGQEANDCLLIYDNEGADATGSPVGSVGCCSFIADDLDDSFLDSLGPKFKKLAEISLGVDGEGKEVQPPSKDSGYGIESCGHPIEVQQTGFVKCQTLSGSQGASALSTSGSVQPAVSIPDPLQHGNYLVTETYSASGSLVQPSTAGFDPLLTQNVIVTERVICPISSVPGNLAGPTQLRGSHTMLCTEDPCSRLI
Ecoli viability: E. coli V3065 growth inhibition, primary screen, counter-screen for AddAB inhibitor project, absorbance, OD600; inhibition, % at 11.9 µM; 330,000 tested, 0.27% active; 18 h;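 active = inhibition above the campaign's mean inhibition across all tested compounds plus 3 SD, cut at about 9.9% in these data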;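 also: uninfected addAB+ strain grown without phage in ampicillin broth; 0% = DMSO wells and 100% = ciprofloxacin 0.95 µg/ml wells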
PKA-R1A act: activators of PKA-R1A holoenzyme, primary screen, biochemical, fluorescence polarization, Cy5-IP20, bovine R1A, mouse PKAc; activation, % at 11.4 µM; cAMP-dependent protein kinase type I-alpha regulatory subunit (Bos taurus) + …; AID 504707, 2011; 340,000 tested, 0.083% active; PKA-R1A dissociation; scaled: DMSO 0%, 113 µM cGMP 100%;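 active = percent activation above the mean of all tested compounds plus 3 SD, cut at about 19% in these data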;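 also: higher means more PKAc released from R1A so a rise in polarization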
SUMO Mot1 rescue: yeast Mot1-301 growth rescue at high temperature, primary screen, SUMOylation pathway inhibitor project, S. cerevisiae, ATP luminescence, 38.5C. S. cerevisiae Mot1-301 growth rescue; percent above DMSO median, 100 means doubled. growth rescue, % at 18.8 µM. 320,000 tested, 1% active. AID 2716, 2010;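 active = every valid replicate shows activation above 250% relative to neutral control wells; inactive = the rest, any valid replicate at or below 250%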;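 also: OY570 slx delta 5 strain wells were the positive control but not used for scaling; some compounds called inactive have numbers as strong as hits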
HTR5A inv ag: HTR5A inverse agonists in luminescence cell assay, primary screen, counter-screen for OPRM1-OPRD1 heterodimer inverse agonist project, full-deck HTS. inhibition, % at 9.3 µM. HTR5A cell line, inverse agonism. 5-hydroxytryptamine receptor 5A (Homo sapiens), P47898. AID 504634, 2011. 340,000 tested, 0.083% active; in the data active = inhibition mostly above about 23%, no sharp cut-off; inactive = mostly below about 18%;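 also: 0% = cells with DMSO and 100% = no-cell wells with DMSO; some compounds called inactive have numbers as strong as hits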
AddAB inh: growth inhibition of E. coli expressing H. pylori AddAB, primary screen, AddAB inhibitor project, absorbance | inhibition, % at 11.9 µM | 330,000 tested, 0.29% active | AID 435030, 2010; in the data active = inhibition above about 12%;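 also: 0% = vehicle wells of infected cells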
OPRM1-OPRD1 inv: inverse agonists of MOR-DOR heterodimerization, primary screen, cell-based, luminescence; Mu-type opioid receptor (Homo sapiens) + Delta-type opioid receptor (Homo sapiens), …; cell-based MOR-DOR heterodimer luminescence, inverse agonism; inhibition, % at 9.3 µM; 340,000 tested, 0.21% active; in the data active = inhibition above about 22%, passing the limit was not always enough;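 also: 0% = cells with DMSO and 100% = wells without cells with DMSO; values of inactives mirror those of a sister screen read the other way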
PfHsp90 yeast 2: growth inhibition of PfHsp90-expressing yeast, primary screen, antimalarial PfHsp90 inhibitor project, S. cerevisiae, BacTiter-Glo luminescence, single point, set 2; BacTiter-Glo ATP, 48 h; yeast lacking PDR1 and PDR3 efflux regulators; 310,000 tested, 0.32% active; inhibition, % at 9.4 µM;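 active = every replicate shows inhibition above about 80%, whatever the replicate mean, limit read from the data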;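 also: 0% = DMSO neutral controls and 100% = 20 µM radicicol positive controls; yeast relying on Plasmodium falciparum Hsp90 in place of its own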
* hit, by the source's call; i = inactive; . = no result given. Rows are unselected; overall some 3.2% were active at least once.

SMILES	phage Ecoli inh	OPRM1-OPRD1 ag	HTR5A ag ctr	DSG3 Ab inh	Ecoli viability	PKA-R1A act	SUMO Mot1 rescue	HTR5A inv ag	AddAB inh	OPRM1-OPRD1 inv	PfHsp90 yeast 2
COC(=O)CN(C#N)c1nc(NCc2ccccc2)nc(OC)n1	-1.8	-1.6	0	99	.	6	i	-1	.	8	10
COc1ccc(-c2csc(NC(C)c3nc4cc(Cl)c(Cl)cc4n3CCCO)n2)cc1 (stereo unspecified)	2.1	0.2	2	100	-1.7	0	-5	-33	1.3	-1	-29
O=C1CC(O)(C(F)F)Oc2ccc3ccccc3c21 (stereo unspecified)	0.9	-1.3	0	102	-6.4	4	-3	-1	-1.9	6	-22
O=C(COC(=O)c1nc(Cl)ccc1Cl)NC1CCCCCC1	0.5	0.0	4	110	-0.5	4	1	-11	-1.5	0	-69
Cn1c(=O)c2c(SCc3ccccc3)nc(C3CC3)nc2n(C)c1=O	3.0	-2.2	-3	96	0.3	-10	-13	8	0.2	12	-2
COc1ccc(N(C(C)C(=O)NCCSCc2cccc(Cl)c2)S(C)(=O)=O)cc1 (stereo unspecified)	1.8	-0.5	-1	115	-2.3	-4	-13	-9	-0.1	2	5
CCc1ccc(N2CCN(S(=O)(=O)CC34CCC(CC3=O)C4(C)C)CC2)cc1 (stereo unspecified)	-0.8	4.3	0	119	.	-1	-9	-1	.	-21	24
CSc1ncc(CN2CCc3c([nH]c4ccccc34)C2C(C)(C)C)cn1 (stereo unspecified)	3.6	-0.2	-1	99	1.8	-3	63	4	4.1	1	-8
CCc1cc(C(=O)NNC(=S)NC(C)c2ccccc2)cs1 (stereo unspecified)	3.3	-1.7	0	100	-1.1	-4	0	7	-1.1	9	-15
CCN(C(=O)c1cn(C)c(=O)c2cc(OC)c(OC)cc12)c1cc(C)ccc1C	0.0	1.7	-2	102	0.4	-1	-16	6	-0.9	-9	4
Cc1ccc(N(CC(=O)N/N=C/c2cccs2)S(C)(=O)=O)cc1	4.0	0.0	-1	102	1.8	0	-4	3	2.3	0	10
COCCCNC(=O)CC1C[C@H](C(=O)N(C(C)C)C(C)C)[C@@]2(C)c3[nH]c4ccccc4c3CCN2C1=O (stereo partly specified)	2.0	-0.7	3	101	-0.5	11	2	-11	3.0	3	-3
O=C(CSc1nc2ccccc2s1)N/N=C/c1ccco1	1.0	-0.9	2	95	-2.1	-6	13	-5	-2.2	6	-4
CCCCNC(=O)C1(NC(=O)Nc2ccc(C)cc2)CCCCC1	4.3	.	.	101	0.1	.	166	.	2.7	.	6
O=C(NCc1ccc(F)cc1)c1cccc2c1C(=O)c1ccc(N3CCOCC3)cc1S2(=O)=O	3.5	-0.6	-3	95	1.6	-1	-6	-7	0.6	3	4
CCCCNC(=O)N(O)C1N(/N=C/c2ccco2)C(=S)SC1(C)C (stereo unspecified)	-0.8	-5.5	4	.	0.2	-4	-5	6	0.6	21	-11
O=c1ccc(-c2ccccc2)nn1Cc1ccccc1	1.9	-2.9	2	114	1.1	2	4	-8	-2.2	14	7
O=C(c1cc(-c2ccc(Cl)c(Cl)c2)on1)N1CCOCC1	0.2	-0.3	-4	.	0.1	-2	137	-1	0.8	2	-2
N#C/C(=N\Nc1cc(Cl)cc(Cl)c1)c1nnc2n1CCCCC2	2.3	-1.4	5	82	0.4	-5	33	19	5.0	9	.
COc1ccc(NC(=O)c2cc(-c3ccccc3O)n[nH]2)cc1Cl	1.6	4.4	1	111	.	-10	-10	-5	.	-21	-32
CC1(c2ccccc2)NC(=O)N(CC(=O)NC(=O)NCc2ccco2)C1=O (stereo unspecified)	2.7	-1.1	-1	101	0.2	-1	-21	-20	4.2	5	-6
CC1CCN(c2ccc(C(=O)O)cc2)CC1	2.4	-3.0	1	99	-2.1	-5	-3	-2	3.4	17	-2
C/C(=N\NC(=O)C(c1ccncc1)N1CCOCC1)c1ccc(Br)cc1 (stereo unspecified)	-1.3	-1.6	0	86	0.3	-7	-2	-5	0.8	10	2
CC(C)C(NC(=O)c1c(F)cccc1F)C(=O)N1CCN(c2ncccn2)CC1 (stereo unspecified)	1.9	-4.7	3	.	0.3	-7	-9	9	-1.3	18	5
O=C(NNc1c(Cl)cncc1Cl)c1cccs1	0.5	-1.6	-3	.	1.6	6	-11	6	1.1	8	5

In the list so far, 2 have a cyano group.
SMILES	phage Ecoli inh	OPRM1-OPRD1 ag	HTR5A ag ctr	DSG3 Ab inh	Ecoli viability	PKA-R1A act	SUMO Mot1 rescue	HTR5A inv ag	AddAB inh	OPRM1-OPRD1 inv	PfHsp90 yeast 2
COC(=O)CN(C#N)c1nc(NCc2ccccc2)nc(OC)n1	-1.8	-1.6	0	99	.	6	i	-1	.	8	10
N#C/C(=N\Nc1cc(Cl)cc(Cl)c1)c1nnc2n1CCCCC2	2.3	-1.4	5	82	0.4	-5	33	19	5.0	9	.

The listing continues.
SMILES	phage Ecoli inh	OPRM1-OPRD1 ag	HTR5A ag ctr	DSG3 Ab inh	Ecoli viability	PKA-R1A act	SUMO Mot1 rescue	HTR5A inv ag	AddAB inh	OPRM1-OPRD1 inv	PfHsp90 yeast 2
N#Cc1ccc(CSc2nc(N)cc(N)n2)cc1	1.6	-1.9	-2	110	1.6	-2	5	9	1.5	10	23
COc1ccc(/C=C/C(=O)NC(=S)NN2CCCCC2c2cccnc2)cc1 (stereo unspecified)	.	-3.0	7	85	0.2	6	14	14	5.6	15	24
Cc1cc(N2CCN(c3cccc(C(F)(F)F)c3)CC2)n2ncnc2n1	-1.8	-2.6	1	.	1.2	0	89	7	3.8	11	1
CC1(NC(=O)c2cccc(S(=O)(=O)N3CCN(c4ccc(F)cc4)CC3)c2)CCS(=O)(=O)C1 (stereo unspecified)	1.6	-0.1	-5	103	1.4	-2	-19	15	-0.3	1	14
COc1ccc(C(=O)OCC(=O)c2ccc(Br)s2)c(OC)c1	3.2	-0.8	-1	100	0.1	-7	-12	-4	1.2	5	-15
COc1ccccc1CCNC(=O)c1ccc(NC(=O)CC2SC(N3CCCCC3)=NC2=O)cc1 (stereo unspecified)	0.0	-0.2	3	102	-2.1	5	-17	-7	-0.2	1	.
Cc1nc(NC(=O)CSc2nnc(-c3ccncc3)n2C)sc1C	2.1	-1.0	5	125	-1.4	-10	-3	17	1.3	6	-12
CCCC(=O)C1=C(O)C(c2cccc(Oc3ccccc3)c2)CCC1=O (stereo unspecified)	3.8	2.2	2	85	-1.8	-6	483	-6	-2.0	-16	-1
COc1ccc(C2N(C(=O)CN3CCOCC3)CCN2S(=O)(=O)c2ccccc2)cc1 (stereo unspecified)	0.6	-1.2	-1	107	-3.9	-6	-14	4	-1.4	7	7
COc1ccccc1-c1nnc(Sc2nc([N+](=O)[O-])nn2C)o1	2.6	0.8	1	100	-1.2	-11	12	-23	1.9	-4	.
COc1cccc(/C=N/N2C(=O)CSC2=S)c1O	9.7	-0.1	-7	120	-1.0	-6	-15	17	3.8	0	-6
CCCCNC(=O)c1ccc2c(c1)C(=O)N(Cc1ccncc1)C2=O	2.1	-1.1	4	106	.	-3	-5	-10	.	5	-38
Cc1c2n(c3ccccc13)CCN(C)C2	3.7	-2.2	4	103	0.0	-2	-16	-10	-0.8	12	-6
CCOC(=O)c1c(NC(=O)c2cc(C)oc2C)sc(C(=O)Nc2ccc(Cl)cc2)c1C	1.0	-1.3	0	91	-1.6	-9	-18	-24	-0.1	7	-7
COc1ccc(C(=O)NC2CCN(C(=O)Nc3ccc(F)cc3)CC2)cc1	1.4	-2.1	-1	.	-0.6	-11	79	2	1.5	13	20
COC(=O)c1ccccc1NC(=O)COC(=O)CO/N=C(\C)c1ccc2c(c1)OCO2	-0.9	-2.3	-3	102	1.6	-8	3	3	0.6	16	-3
Cn1cnnc1SCc1ccccc1	1.2	-2.2	-4	111	0.1	-1	.	8	6.8	13	-26
COc1ccc(NC(=O)c2ccccc2NC(=O)c2cccs2)cc1	5.5	-0.2	-1	.	0.4	-11	-6	-14	-1.5	1	4
COc1ccc(C2=NS(=O)(=O)N(C)C(C(=O)N3CCCCC3C)=C2)cc1 (stereo unspecified)	3.6	-2.6	3	102	-1.3	-7	-7	1	0.2	14	2
O=C(/C=C/c1ccccc1Cl)NCc1ccccc1	0.9	-2.0	0	106	-0.4	2	3	-8	0.3	11	1
COC(=O)c1ccc(N/C(C)=C/C(=O)c2ccc(C)o2)cc1	4.0	-2.8	-5	103	-1.0	0	-5	-13	0.9	15	0
Cc1cc(C)c2[nH]c(=O)c(CN(Cc3ccccc3)C(=S)NCCCN(C)C)cc2c1	2.7	-2.0	-3	98	-1.2	-26	-7	-15	-0.2	11	-15
CCc1noc(C)c1C(=O)N1CCCC(CCC(=O)NCc2ccc(F)c(F)c2)C1 (stereo unspecified)	2.8	-2.0	0	99	-1.7	1	-19	0	2.4	9	-7
CC(=O)Cn1ncc(N(C)Cc2ccccc2)c(Cl)c1=O	2.1	-2.8	1	99	2.2	-5	2	-6	-0.2	15	-9
O=C(COc1ccc(Cl)cc1)NCCNc1ccc([N+](=O)[O-])cc1	0.7	-1.7	-1	72*	-3.0	-4	-5	5	0.3	9	-15

The list continues.
SMILES	phage Ecoli inh	OPRM1-OPRD1 ag	HTR5A ag ctr	DSG3 Ab inh	Ecoli viability	PKA-R1A act	SUMO Mot1 rescue	HTR5A inv ag	AddAB inh	OPRM1-OPRD1 inv	PfHsp90 yeast 2
O=C(Oc1ccc(Cl)cc1)c1ccc(N2CCOCC2)c([N+](=O)[O-])c1	1.4	1.7	-1	101	-1.5	6	27	2	-0.8	-9	13
CC(C)NC(=O)Nc1cccc2c1O[C@H](CN(C)S(C)(=O)=O)[C@@H](C)CN([C@H](C)CO)C2=O	3.1	-2.6	6	99	0.5	0	-22	-22	3.4	12	5
COC(=O)c1c(C(=O)OC)c(-c2ccc(F)cc2)n2c1CSC2	1.0	1.0	1	96	-0.3	3	1	-4	-0.4	-5	-17
COc1ccccc1NC(=O)Cc1nnc(SCC(=O)Nc2ccc(F)cc2F)n1C	0.5	-1.3	0	.	-0.3	-8	10	1	1.0	10	0
COC(=O)c1c(NC(=O)CN2CCN(c3ncccn3)CC2)sc(C(N)=O)c1C	0.6	-2.4	3	.	0.8	1	-6	5	1.8	13	-15
O=C(O)Cn1c(=O)cnc2ccccc21	3.6	-1.6	1	99	-1.5	-1	112	10	3.4	8	14
COc1ccc2[nH]c3c(=O)n(/N=C/[C@H]4C(C)C=C(C)CC4C)c(=O)[nH]c3c2c1 (stereo partly specified)	2.7	54*	1	94	0.8	1	0	-4	1.6	-274	-11
